Bioassay records as filed in PubChem BioAssay.
Abeta yeast res – qHTS for compounds that reverse cellular toxicity of Amyloid beta (A-beta) peptide in yeast: Primary Screen; yeast expressing A-beta42, growth rescue, OD600, 48 h; response scale: 0% DMSO, 100% iron-clioquinol control; Potency, µM (doses to about 46.1 µM), for the others: top-dose growth rescue, actives largely listed as activators; 410,000 tested, 0.063% active; further: potency means the concentration at half of the fitted maximal effect; nearly all actives have a fitted effect of over 55% in size
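Yeast growth medium received pinned compounds, then yeast cells expressing toxic A-beta were added; plates incubated at 30 C for 48 hr. Growth read as absorbance at 600 nm, normalized to DMSO and equimolar FeCl3 plus clioquinol controls.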
PI5P4K alpha inh – qHTS for Inhibitors of phosphatidylinositol 5-phosphate 4-kinase (PI5P4K); max response, %; AID 652105, 2013; PI5P4Kalpha enzyme, ADP-Glo luminescence, 60 min; active compounds read low; Phosphatidylinositol 5-phosphate 4-kinase type-2 alpha (Homo sapiens), P48426; 330,000 tested, 1.2% active; active means max response of -50% or lower; inconclusive means between -30% and -50%; inactive means -30% or higher; further: value at the top dose of about 77 µM; on the % scale 0 is the no-effect control and ±100 the full control effect
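PI5P4Kalpha ADP-Glo assay; 5 microM ATP final; 60 min RT reaction; HEPES pH 7.4/EGTA/CHAPS, 5% DMSO; controls lacking substrate or enzyme; luminescent end-point.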
aSyn rescue – qHTS of alpha-syn Inhibitors; Yeast expressing alpha-synuclein, growth rescue, BacTiter-Glo, 24 h; Potency, µM (highest dose often 46.1 µM), inactives show at the top dose growth rescue (activation), usual class: activators; 370,000 tested, 0.14% active; further: potency means the concentration at half of the fitted maximal effect; % of control where 0% means no effect; nearly all actives have a fitted effect of over 65% in size
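Readout is rescue of growth in alpha-synuclein-expressing yeast, so inhibitors of toxicity appear as activators. Growth after 24 hr at 30 deg C in galactose medium is quantified by luminescence.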
PLK1 PBD block – qHTS for Inhibitors of PLK1-PDB (polo-like kinase 1 - polo-box domain): Primary Screen; Plk1 PBD binding of FITC phosphopeptide, fluorescence polarization; Potency, µM, inactives show max response, negative = inhibition, usual class: inhibitors; 360,000 tested, 2.8% active; AID 720504, 2013; further: potency means the concentration at half of the fitted maximal effect; series mostly up to about 57 µM; on the % scale 0 is the no-effect control and ±100 the full control effect; nearly all actives have a fitted effect of over 65% in size
EPAC1 antag – qHTS for Antagonist of cAMP-regulated guanine nucleotide exchange factor 3 (EPAC1): primary screen. Rap guanine nucleotide exchange factor 3 (Homo sapiens), O95398. 360,000 tested, 0.14% active. EPAC1 GEF assay, Rap1b-BODIPY-GDP exchange fluorescence. Potency, µM (highest dose often 115 µM), inactives show top-dose activity change, negative = inhibition, hits mostly inhibitors. AID 720709, 2013;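 further: potency means the concentration at half of the fitted maximal effect; plate controls were vehicle for no effect and positive control for full effect; nearly all actives have a fitted effect of over 50% in size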
Target sequence (O95398 whole entry, looked up): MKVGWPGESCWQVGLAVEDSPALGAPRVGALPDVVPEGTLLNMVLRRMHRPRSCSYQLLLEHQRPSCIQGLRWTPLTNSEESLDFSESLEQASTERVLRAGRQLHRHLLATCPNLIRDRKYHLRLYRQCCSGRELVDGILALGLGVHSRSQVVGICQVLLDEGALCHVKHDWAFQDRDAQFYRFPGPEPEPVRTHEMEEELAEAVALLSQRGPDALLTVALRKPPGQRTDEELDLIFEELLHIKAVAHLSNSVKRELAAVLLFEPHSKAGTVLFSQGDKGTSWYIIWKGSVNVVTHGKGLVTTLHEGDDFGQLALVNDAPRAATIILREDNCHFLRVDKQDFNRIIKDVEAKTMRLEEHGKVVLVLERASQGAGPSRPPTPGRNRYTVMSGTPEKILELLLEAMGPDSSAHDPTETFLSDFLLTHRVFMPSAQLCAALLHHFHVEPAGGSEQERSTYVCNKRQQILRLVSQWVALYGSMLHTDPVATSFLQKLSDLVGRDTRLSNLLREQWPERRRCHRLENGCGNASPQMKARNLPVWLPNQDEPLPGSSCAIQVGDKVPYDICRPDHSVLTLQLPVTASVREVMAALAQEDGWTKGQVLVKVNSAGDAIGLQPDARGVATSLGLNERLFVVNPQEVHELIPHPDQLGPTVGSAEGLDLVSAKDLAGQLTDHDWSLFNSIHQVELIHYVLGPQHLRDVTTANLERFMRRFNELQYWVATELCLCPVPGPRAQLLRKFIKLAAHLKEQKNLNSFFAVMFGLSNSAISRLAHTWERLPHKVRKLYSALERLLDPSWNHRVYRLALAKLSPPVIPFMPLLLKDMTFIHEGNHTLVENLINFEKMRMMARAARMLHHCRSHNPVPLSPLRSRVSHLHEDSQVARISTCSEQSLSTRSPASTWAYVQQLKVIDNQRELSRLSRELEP
EPAC1 ag – qHTS for Agonist of cAMP-regulated guanine nucleotide exchange factor 3 (EPAC1): primary screen; Rap guanine nucleotide exchange factor 3 (Homo sapiens), O95398; EPAC1 agonist qHTS, biochemical assay; response scale: 100% = response to 6.5 mM cAMP; Potency, µM (titrated, usually from 154 µM), inactives show top-dose activation, most hits filed as activators; 360,000 tested, 0.073% active; AID 720707, 2013; further: potency means the concentration at half of the fitted maximal effect; nearly all actives have a fitted effect of over 60% in size
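Normalized to 6.5 mM cAMP, activity reflects EPAC1-catalysed release of BODIPY-GDP from Rap1B, followed kinetically over 30 min at 480 nm excitation, 540 nm emission. Reaction contained 100 nM EPAC1, 250 nM Rap1B-BODIPY-GDP, 50 uM GDP.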
IL-2 act – qHTS of IL-2 Activators | AID 652025, 2013 | IL-2 activation reporter assay, cell-based qHTS; stimulated with anti-CD3/CD4/CD28 beads; in transgenic mouse T cells | 360,000 tested, 0.065% active | activation, % (series mostly up to about 46 µM); in the data active means activation above about 50%; inconclusive means mostly about 30% to 49%; further: 0% is about no effect
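Readout is EGFP and DsRed signal by fluorescent plate cytometry after 18 h at 37 degrees C. Transgenic mouse T cells (750/well) received compound for 60 min before bead stimulation (anti-CD3, anti-CD4, anti-CD28); memory T cells served as non-tolerant control.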
FUS suppressor – qHTS for Suppressors of FUS Proteinopathy: Primary screen using FUS-linked yeast assay; S. cerevisiae FUS-expressing, growth rescue, OD600, 24 h; Potency, µM (doses to about 76.6 µM), without a hit: at the highest dose growth rescue (activation), usual class: activators; 390,000 tested, 0.24% active; AID 1347120, 2019;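 further: potency means the concentration at half of the fitted maximal effect; plate controls were DMSO vehicle for no effect and reference control for full effect; nearly all actives have a fitted effect of over 55% in size; some results filed as inactive show a strong effect at the top dose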
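FUS-expressing yeast, raffinose-pregrown, induced in 2% galactose minimal medium at OD 0.005; compounds in a dilution series, 24hr at 30C. Growth restoration read as absorbance at 600 nm. CP55940 positive control, DMSO negative.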
WRN helicase inh – qHTS for Inhibitors of WRN Helicase. Bifunctional 3'-5' exonuclease/ATP-dependent helicase WRN (Homo sapiens), Q14191. WRN helicase unwinding, fluorescent forked duplex, kinetic. Potency, µM (doses to about 114 µM), for the others: at the highest dose activity change, negative = inhibition, most hits filed as inhibitors. 360,000 tested, 0.46% active; further: potency means the concentration at half of the fitted maximal effect; on the % scale 0 is the no-effect control and ±100 the full control effect; nearly all actives have a fitted effect of over 55% in size
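Kinetic red-fluorescence monitoring (525/598 nm) tracks WRN helicase activity after 100 nM fluorophore-quencher forked duplex and 2 mM ATP are added to 20 nM enzyme pretreated 15 min at room temperature with compound.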
* marks the source's active call; other numbers are inactive results. Unless noted, the call rests on the fitted dose curve; in most records, active means well fitted curve in the direction sought with a large enough effect; inconclusive means small, poorly fitted or top-dose-only effect, or another doubt; inactive means no such curve, though single readings can be large; an effect the other way counts as inactive or inconclusive.

For O=C(COC(=O)Cc1cccs1)NCc1ccc(F)cc1 the results were Abeta yeast res -10%, PI5P4K alpha inh -5, aSyn rescue -9%, PLK1 PBD block 3%, EPAC1 antag 2%, EPAC1 ag -3%, IL-2 act -1.8, FUS suppressor 13% and WRN helicase inh -17%.
`CNCC(O)Cn1c(C(F)(F)F)nc2ccccc21` (stereo not drawn) gave Abeta yeast res -4%, PI5P4K alpha inh -1, aSyn rescue -11%, PLK1 PBD block 2%, EPAC1 antag -23%, EPAC1 ag -6%, IL-2 act -1.1, FUS suppressor 13% and WRN helicase inh 5%.
Screening CN(C)CCCN1C(=O)C(=O)/C(=C(/O)c2ccncc2)C1c1cccc(Br)c1 (stereo not drawn) returned Abeta yeast res -20%, PI5P4K alpha inh -6, aSyn rescue -1%, PLK1 PBD block -10%, EPAC1 antag -6%, EPAC1 ag -6%, IL-2 act 0.5, FUS suppressor -2% and WRN helicase inh 6%.
O=C1/C(=C/c2cccc3ccccc23)CCCc2ccccc21 was read as Abeta yeast res -14%, PI5P4K alpha inh 12, aSyn rescue -4%, PLK1 PBD block -8%, EPAC1 antag 15%, EPAC1 ag 13%, IL-2 act -3.2, FUS suppressor 16% and WRN helicase inh -2%.
O=C(Nc1ccccc1)C1=C[C@@H](c2coc3ccccc3c2=O)C[C@@H](OCCCCO)O1 was read as Abeta yeast res 25%, PI5P4K alpha inh -7, aSyn rescue 2%, PLK1 PBD block -3%, EPAC1 antag -2%, EPAC1 ag 14%, IL-2 act 0.6, FUS suppressor 15% and WRN helicase inh -7%.
CC(C)(C)C(=O)NCCc1nc(-c2ccccc2)no1 was read as Abeta yeast res 3%, PI5P4K alpha inh -4, aSyn rescue -4%, PLK1 PBD block -15%, EPAC1 antag -7%, EPAC1 ag -7%, IL-2 act 0.0, FUS suppressor -12% and WRN helicase inh 9%.
`S=C(NNC(=S)NC1CC2C=CC1C2)NC1CC2C=CC1C2` (stereo not drawn) gave Abeta yeast res 20%, PI5P4K alpha inh -1, aSyn rescue 1%, PLK1 PBD block -11%, EPAC1 antag inconclusive, EPAC1 ag -12%, IL-2 act 1.1, FUS suppressor -3% and WRN helicase inh -1%.
For CCc1nn(CC(=O)NCCc2ccc(Cl)cc2)c(=O)c2cccn12 the results were Abeta yeast res -12%, PI5P4K alpha inh 1, aSyn rescue 12%, PLK1 PBD block -14%, EPAC1 antag -11%, EPAC1 ag -13%, IL-2 act -0.8, FUS suppressor 45% and WRN helicase inh -14%.
Screening COc1ccc(Cl)cc1C(=O)NNC(=S)NC(=O)c1cc(-c2ccccc2)nc2ccccc12 returned Abeta yeast res -15%, PI5P4K alpha inh inconclusive, aSyn rescue 2%, PLK1 PBD block -11%, EPAC1 antag -4%, EPAC1 ag -5%, IL-2 act -0.8, FUS suppressor 7% and WRN helicase inh -2%.
Cc1ccccc1C(=O)c1cccn1CC(=O)NCc1ccc(F)cc1 was read as Abeta yeast res 9%, PI5P4K alpha inh -5, aSyn rescue 2%, PLK1 PBD block -12%, EPAC1 antag -4%, EPAC1 ag 0%, IL-2 act 0.6, FUS suppressor 4% and WRN helicase inh -1%.
CCOC(=O)c1nn(-c2cccc(Cl)c2)c2nc(CC(C)C)c(C#N)c(=O)n12 was read as Abeta yeast res -18%, PI5P4K alpha inh -4, aSyn rescue 18%, PLK1 PBD block -5%, EPAC1 antag 3%, EPAC1 ag 13%, IL-2 act -2.4, FUS suppressor -8% and WRN helicase inh -3%.
Screening CCOC(=O)CSC1=Nc2ccccc2C2=NC(CC(=O)NCc3ccc(OC)cc3)C(=O)N12 (stereo not drawn) returned Abeta yeast res 9%, PI5P4K alpha inh -5, aSyn rescue -12%, PLK1 PBD block -11%, EPAC1 antag -4%, EPAC1 ag 1%, IL-2 act -4.1, FUS suppressor 11% and WRN helicase inh 1%.
C=CCn1c(COc2cc(C)ccc2C(C)C)nnc1SCC(=O)c1c(N)n(C)c(=O)n(C)c1=O was read as Abeta yeast res -9%, PI5P4K alpha inh -8, aSyn rescue 2%, PLK1 PBD block -3%, EPAC1 antag 20%, EPAC1 ag 2%, IL-2 act -3.5, FUS suppressor 0% and WRN helicase inh -7%.
`Cn1nc(-c2ccc(C(=O)Nc3cccc(Cl)c3)cc2)c2ccccc2c1=O` gave Abeta yeast res -13%, aSyn rescue 0%, PLK1 PBD block -9%, EPAC1 antag 0%, EPAC1 ag 9%, IL-2 act -4.2, FUS suppressor 27% and WRN helicase inh 3%.
`CCn1cc(C(=O)NCC2CCCO2)c(=O)c2cc(S(=O)(=O)N(C)C3CCCCC3)ccc21` (stereo not drawn) gave Abeta yeast res -29%, PI5P4K alpha inh 5, aSyn rescue -5%, PLK1 PBD block 0%, EPAC1 antag -9%, EPAC1 ag -1%, IL-2 act -2.1, FUS suppressor 16% and WRN helicase inh 3%.
`Cc1cccc2cc(COC(=O)C3CCCCC3)c(=O)[nH]c12` gave Abeta yeast res -12%, PI5P4K alpha inh -1, aSyn rescue 1%, PLK1 PBD block -2%, EPAC1 antag 11%, EPAC1 ag 1%, IL-2 act 0.5, FUS suppressor -4% and WRN helicase inh -8%.
Clc1ccc(-c2cc(COc3ccccc3)on2)cc1 was read as Abeta yeast res -3%, PI5P4K alpha inh 8, aSyn rescue 2%, PLK1 PBD block -13%, EPAC1 antag -20%, EPAC1 ag 0%, IL-2 act 0.0, FUS suppressor 6% and WRN helicase inh 5%.
Screening Cc1csc(NC(=O)c2nc3nc(C)cc(C)n3n2)n1 returned Abeta yeast res -9%, PI5P4K alpha inh -4, aSyn rescue 14%, PLK1 PBD block -1%, EPAC1 antag 4%, EPAC1 ag -2%, IL-2 act -1.8, FUS suppressor 0% and WRN helicase inh -8%.
Screening Cc1csc2c(N3CCN(C(=O)c4ccc(C(C)(C)C)cc4)CC3)ncnc12 returned Abeta yeast res -8%, PI5P4K alpha inh -5, aSyn rescue inconclusive, PLK1 PBD block 4%, EPAC1 antag -21%, EPAC1 ag -1%, IL-2 act -0.6, FUS suppressor inconclusive and WRN helicase inh 1%.
Screening Cc1nc2c(oc3ccc(Cl)cc32)c(=O)[nH]1 returned Abeta yeast res 5%, PI5P4K alpha inh 2, aSyn rescue 0%, PLK1 PBD block -7%, EPAC1 antag 3%, EPAC1 ag 7%, IL-2 act -0.7, FUS suppressor -6% and WRN helicase inh -5%.
O=C(CN1CCOCC1)Nc1cccc([N+](=O)[O-])c1 was read as Abeta yeast res -23%, PI5P4K alpha inh -4, aSyn rescue 2%, PLK1 PBD block -24%, EPAC1 antag 13%, EPAC1 ag 9%, IL-2 act 1.7, FUS suppressor -9% and WRN helicase inh 18%.
Screening CCc1cccc(CC)c1NC(=S)NCCc1c(C)[nH]c2ccccc12 returned Abeta yeast res inconclusive, PI5P4K alpha inh 9, aSyn rescue 1%, PLK1 PBD block -6%, EPAC1 antag inconclusive, EPAC1 ag -2%, IL-2 act -1.3, FUS suppressor inconclusive and WRN helicase inh -5%.
For CC(NC(=O)Nc1ccc(F)cc1F)c1ccc2c(c1)OCO2 (stereo not drawn) the results were Abeta yeast res -5%, PI5P4K alpha inh 0, aSyn rescue 4%, PLK1 PBD block 0%, EPAC1 antag -16%, EPAC1 ag -12%, IL-2 act 0.0, FUS suppressor 25% and WRN helicase inh 1%.
`CNC(=S)N/N=C(\C)c1cccc(C(F)(F)F)c1` gave Abeta yeast res inconclusive, PI5P4K alpha inh 8, aSyn rescue -11%, PLK1 PBD block -1%, EPAC1 antag -5%, EPAC1 ag -1%, IL-2 act -0.4, FUS suppressor -6% and WRN helicase inh -6%.
N#C/C(=C\c1cccc([N+](=O)[O-])c1)C(=O)Nc1cccnc1 was read as Abeta yeast res -7%, PI5P4K alpha inh -5, aSyn rescue 21%, PLK1 PBD block -12%, EPAC1 antag 2%, EPAC1 ag -4%, IL-2 act 1.4, FUS suppressor -10% and WRN helicase inh -13%.
OCCN1CCN(CCCN2c3ccccc3CCc3ccccc32)CC1 was read as Abeta yeast res -1%, PI5P4K alpha inh -11, aSyn rescue 5%, PLK1 PBD block -1%, EPAC1 antag 3%, EPAC1 ag 9%, IL-2 act -3.5, FUS suppressor -7% and WRN helicase inh 13%.
O=C(O)c1ccccc1C(=O)NCCc1ccc(Cl)cc1 was read as Abeta yeast res 3%, PI5P4K alpha inh 5, aSyn rescue 3%, PLK1 PBD block -5%, EPAC1 antag -27%, EPAC1 ag -2%, IL-2 act -0.3, FUS suppressor 4% and WRN helicase inh -5%.
Screening O=C(N/N=C/c1c(Cl)[nH]c2ccccc12)c1ccc2c(c1)OCCO2 returned Abeta yeast res 2%, PI5P4K alpha inh -20, aSyn rescue 0%, PLK1 PBD block -11%, EPAC1 antag 18%, EPAC1 ag 4%, IL-2 act -2.4, FUS suppressor 8% and WRN helicase inh -12%.
Cc1ccc2c(c1)CCCN2C(=O)c1ccco1 was read as Abeta yeast res 4%, aSyn rescue -2%, PLK1 PBD block -5%, EPAC1 antag -3%, EPAC1 ag -2%, IL-2 act 1.9, FUS suppressor 10% and WRN helicase inh 0%.
